# PrPC surface inh – inhibitors of human cell surface prion protein PrPC, primary screen, cell-based, TR-FRET. inhibition, % at 13.8 µM. Major prion protein (Homo sapiens), P04156. AID 720596, 2013. actives 0.43% (n = 370,000). TR-FRET read-out; in the data active = inhibition above about 24%; note: 0% = median of the test wells and 100% = reference compound wells
# Yp Topo-I inh – Yersinia pestis topoisomerase I inhibitors, primary screen, biochemical, cleavage product accumulation, plate reader, single point; Y. pestis Topo-I cleavage product accumulation; activity, % at 10 µM; actives 0.064% (n = 360,000); in the data active = activity above about 50%, passing the limit was not always enough; inconclusive = no clear call, values can overlap the other calls; note: inactives centre near 2
# TcdB inh – TcdB glycohydrolase inhibitors, primary screen, biochemical, single point, plate reader; actives 0.24% (n = 350,000); AID 652162, 2013; Toxin B (Clostridioides difficile), P18177; TcdB glycohydrolase enzymatic assay; inhibition, % at 9.99 µM; in the data active = inhibition above about 10%
# PfHsp40 yeast – rescue of yeast from PfHsp40 toxicity, primary screen, S. cerevisiae, ATP luminescence | AID 504582, 2011 | S. cerevisiae expressing PfHsp40, growth rescue | growth rescue, % at 12.5 µM | actives 0.68% (n = 340,000); in the data active = growth rescue above about 28%, passing the limit was not always enough; inconclusive = no clear call, values can overlap the other calls;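 note: yeast W303a lacking pdr1 and pdr3 grown in galactose medium; growth measured after three days at 30 °C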
# CCHFV vOTU inh – CCHFV vOTU protease inhibitors, primary screen, biochemical, Pep-AMC substrate, fluorescence; Crimean-Congo hemorrhagic fever virus L polyprotein viral ovarian tumor (vOTU) protease …; inhibition, % at 11.5 µM; actives 0.55% (n = 370,000); AID 651958, 2012; in the data active = inhibition above about 30%; note: 0% = vehicle wells with enzyme and 100% = no enzyme wells
# BoNT F protease – BoNT/F light chain protease inhibitors, primary screen, biochemical, flow cytometry, MLPCN library; actives 0.22% (n = 360,000); Multiplex microsphere protease cleavage assay; inhibition, % at 10 µM; AID 588497, 2011; Botulinum neurotoxin type F light chain protease (Clostridium botulinum); in the data active = inhibition above about 35%, passing the limit was not always enough; inconclusive = no clear call, values can overlap the other calls; note: plate controls were buffer without enzyme for full effect and enzyme alone for no effect
# BoNT A protease – BoNT/A light chain protease inhibitors, primary screen, biochemical, flow cytometry, MLPCN library; multiplex microsphere protease substrate cleavage; inhibition, % at 10 µM; actives 0.17% (n = 360,000); AID 588499, 2011; note: plate controls were buffer without enzyme for full effect and enzyme alone for no effect
# Anthrax LF prot – Bacillus anthracis LF protease inhibitors, primary screen, biochemical, multiplex microsphere, MLPCN library | Lethal factor (Bacillus anthracis), P15917 | multiplex microsphere protease cleavage assay | inhibition, % at 10 µM | actives 0.12% (n = 360,000); note: plate controls were buffer without enzyme for full effect and enzyme alone for no effect
# FadD28 FP inh – inhibitors of FadD28 bisubstrate probe binding, primary screen, biochemical, fluorescence polarization, single point; inhibition, % at 12.5 µM; actives 0.22% (n = 360,000); in the data active = inhibition above about 8.5%, passing the limit was not always enough; inconclusive = no clear call, values can overlap the other calls
# An asterisk follows results filed as active; u = inconclusive; x = no result given; & = joins results of further samples. Cut-off read from the data, not from the text of the source, unless noted: active = inhibition above about 30%; inconclusive = no clear call, values can overlap the other calls; inactive = below that.
nr	smiles	BoNT A protease	BoNT F protease	TcdB inh	Anthrax LF prot	Yp Topo-I inh	CCHFV vOTU inh	PrPC surface inh	FadD28 FP inh	PfHsp40 yeast
1	COc1ccc([C@H]2C[C@H](n3cc(-c4ccc(F)cc4)nn3)[C@@H](O)CN2C(=O)C2CCCCC2)cc1	-0.6	2	-0.4	5	18	7	-5	-1.0	x
2	CC1(C)Cc2c(C#N)c(N)sc(=S)c2CO1	26	22	x	24	1	21	-7	-0.4	-1.2
3	CC(=O)N/N=C/c1cc([N+](=O)[O-])ccc1OCCOc1ccccc1	0.1	-6	x	3	10	12	-7	-1.5	1.1
4	CSC1=N/C(=C\c2ccc(C)cc2)C(=O)S1	-0.6	-5	x	-1	1	5	2	-5.2	-0.6
5	Cc1ccc(-c2nnn(CC(=O)Nc3ccc(S(=O)(=O)N4CCC(C)CC4)cc3)n2)cc1	-0.2	0	x	-1	-3	3	1	-1.4	0.3
6	Cc1ccc(S(=O)(=O)N2CCc3ccccc3C2)cc1C	-1.3	9	1.8	2	20	-4	2	-1.0	0.6
7	O=C(O)C1CCCCC1C(=O)Nc1cnn(Cc2ccccc2)c1 (stereo not given)	0.0	1	x	-4	-2	2	4	-3.9	0.6
8	COc1ccc([C@H]2CC(=O)C=C(c3ccc(-c4ccccc4)cc3)C2)cc1OC	-0.7	-3	0.5	4	5	5	-3	-1.7	-0.4
9	COc1ccccc1CNC(c1ccccc1)c1ccccc1	-3.4	u	-3.8	-4	28	-1	7	-0.6	-0.5
10	COc1cccc(-c2noc(CCCC(=O)N3CCOCC3)n2)c1	-0.6	0	1.9	-4	9	4	2	-0.7	0.2
11	O=C(CCN1CCOCC1)c1ccc(N2CCCCC2)cc1	-0.8	-5	0.1	-1	8	19	7	-3.6	0.6
12	CNC(=S)NC1CC2CCCC(C1)N2Cc1ccc(C)cc1 (stereo not given)	0.2	3	0.2	2	7	0	-7	-0.4	1.6
13	O=C(CSc1nc(-c2ccccc2)nc2ccccc12)Nc1nccs1	-0.8	-8	x	-2	5	1	3	2.8	-0.7
14	CN1CCN(S(=O)(=O)c2ccc(C(=O)NC3CCCCC3)cc2)CC1	0.3	9	0.6	3	-4	-11	2	-1.2	-0.9
15	Cn1[nH]c(CSc2ccc(Cl)cc2)cc1=O	0.9	-3	-0.1	-2	1	1	-4	0.9	0.8
16	COc1ccc(C2CC(c3cccs3)=NN2C(=S)Nc2ccccc2)cc1OC (stereo not given)	12	-8	0.3	2	14	8	-9	-1.1	-0.5
17	CCSc1nc2ccccc2c(=O)n1Cc1ccc(F)cc1	-0.1	1	1.6	3	24	-3	-5	-3.7	3.4
18	CCSC1=C(C#N)C2(CCCCC2)C(C#N)=C(N)N1	-0.4	0	x	-3	-7	14	-4	-2.4	-0.6
19	CC(C)c1cc(C(=O)O)n[nH]1	-0.7	0	x	0	11	3	-4	-1.9	-1.1
20	C[C@H]1CN([C@@H](C)CO)S(=O)(=O)c2ccc(C#CC3CC3)cc2O[C@H]1CN(C)C(=O)c1cccnc1	0.1	-1	0.2&0.7&1.0	-6	26	-3	2	-3.5	x
21	NS(=O)(=O)c1ccc(NC(=O)CSc2nnc(-c3cnccn3)n2-c2ccccc2)cc1	-1.1	-1	x	3	-4	-8	-12	-3.8	-1.5
22	CC(=O)OC1COC(n2c(O)c(N=NC(N)=S)c3ccccc32)C(OC(C)=O)C1OC(C)=O (stereo not given)	2.1	u	-0.1	-11	0	-6	-18	-1.6	-1.6
23	NC(=O)NC(CC(=O)NCc1ccc2c(c1)OCO2)c1ccccc1Cl (stereo not given)	0.3	-16	1.0	-14	4	-1	-12	-0.1	-0.2
24	S=C(Nc1ccccc1Cl)N1CCN(Cc2ccccc2)CC1	-0.6	-4	2.2	0	-1	-11	0	-3.5	0.2
25	CC(C)NC(=O)N(C)C[C@H]1Oc2c(NS(=O)(=O)c3ccccc3)cccc2C(=O)N([C@H](C)CO)C[C@@H]1C	-0.3	0	0.2&0.8	-4	6	-5	-1	-2.1	-1.4
26	O=C(Nc1nc2ccccc2[nH]1)c1ccccc1	0.1	-6	x	2	-9	2	-1	-0.9	-1.4
27	CC(C)OC(=O)CSc1nnc(-c2ccc(Cl)cc2Cl)o1	0.6	-4	x	-6	2	3	2	-0.3	-0.2
28	COC(=O)CNC(=O)C1CCN(c2nc(C)cc(C)n2)CC1	0.3	-4	x	0	5	-17	-4	-2.8	-0.1
29	COc1ccccc1NC(=O)CSc1ccc(-c2cccs2)nn1	-0.5	-8	1.1	-4	27	0	1	-4.5	2.1
30	CCCSc1nc(N)nc(-c2cccs2)c1C#N	0.0	18	x	0	-5	1	7	-8.8	-0.6
31	Cc1ccc(CNC(=O)CSc2nnc(CNC(=O)c3ccccc3)o2)cc1	-0.5	u	1.6	2	-4	14	1	-0.4	-2.3
32	CCN(CC)S(=O)(=O)c1ccc(N2CCOCC2)c(NC(=O)C2CCCC2)c1	0.0	-2	x	-1	11	-13	-1	-1.3	-0.6
33	COc1ccc(CNC(=O)Nc2cccc(C(F)(F)F)c2)cc1OC	0.8	-2	x	-2	-8	-9	1	-3.2	1.0
34	Cc1cc(NS(=O)(=O)c2ccc(NC(=O)COc3ccccc3[N+](=O)[O-])cc2)no1	-0.6	11	-0.3	-1	-5	6	-6	-3.7	3.0
35	Cc1ccc2c(cnn2C(=O)CCCC(=O)NC(C)c2ccccc2)c1 (stereo not given)	-0.9	-7	-1.2	-3	20	-1	7	-3.4	0.5
36	CCOc1cc(/C=C2/C(=N)N3N=C(C)SC3=NC2=O)ccc1OS(=O)(=O)c1ccc(C)cc1	-1.5	-36	1.5	-10	-4	10	-4	-3.5	0.6
37	CC(=O)Nc1nc(-c2cccc3ccccc23)cs1	2.4	26	-3.7	7	-2	4	4	-1.4	-0.4
38	COc1ccc(S(N)(=O)=O)cc1C(=O)NCC(C)(C)N1CCOCC1	-4.1	-20	1.1	6	7	2	1	-0.3	-1.2
39	Cc1ccc(C(=O)Nc2cccc(C(=O)N3CCN(C)CC3)c2)cc1	-0.5	1	x	5	6	1	-1	0.7	0.7
40	CC12CN3CC(C)(CN(C1)C3c1ccc3c(c1)OCO3)C2 (stereo not given)	0.1	-2	-0.4	-1	2	-6	0	0.0	9.7
41	CC1CCN(S(=O)(=O)c2ccc(S(=O)(=O)NCC3COCCO3)cc2)CC1 (stereo not given)	-2.2	-1	0.9	1	3	-14	-1	0.0	1.1
42	O=C(COc1ccccc1Cl)Nc1ccc(CN2CCOCC2)cc1	-0.6	0	0.4	-3	6	-3	-2	-1.4	-0.4
43	CCc1ccc(NC(=O)C(CC)Sc2nc3cc4c(cc3c(=O)n2Cc2ccco2)OCO4)cc1 (stereo not given)	u	-3	x	-2	1	-1	-6	-3.1	0.8
44	CCNC(=S)NNC(=O)c1cc(-c2cccc(C)c2)nc2ccccc12	-0.1	-4	0.6	0	-1	13	5	-5.3	15
45	O=[N+]([O-])/C(=C\Nc1ccc(F)cc1F)S(=O)(=O)c1ccccc1	-1.2	-2	0.0	-8	4	0	-14	x	0.6
46	COc1ccc(CNC(=O)CSc2ncn[nH]2)cc1	-0.2	-5	x	-2	0	-1	-2	-0.4	-0.2
47	CC1=NN(C(C#N)c2ccc(F)cc2)C(C)(C)C1 (stereo not given)	-3.5	-11	-1.9	-2	-4	-9	7	-2.5	-0.2
48	CCN(CC)CCNC(=O)c1ccc(-n2c(C)cc3c2CCCC3=O)cc1	0.2	-16	-5.3	-10	1	-12	0	-0.7	-0.8
49	CCc1ccccc1N1C(=O)C2C3C=CC(CC3)C2C1=O (stereo not given)	0.7	4	1.2	6	5	6	-2	-4.2	-0.6
50	CC1Cc2cc(S(=O)(=O)NCCC(=O)N(C)Cc3ccccc3)ccc2N1C(=O)C1CC1 (stereo not given)	-0.2	4	0.7	-3	10	-17	4	-3.4	1.6

# Looked up above.
# Reading for no. 38 in FadD28 FP inh: -0.3
# Reading for no. 47 in FadD28 FP inh: -2.5
# Reading for no. 33 in PfHsp40 yeast: 1.0

# 7 of the compounds above, in transposed form.
16) COc1ccc(C2CC(c3cccs3)=NN2C(=S)Nc2ccccc2)cc1OC (stereo not given)
17) CCSc1nc2ccccc2c(=O)n1Cc1ccc(F)cc1
18) CCSC1=C(C#N)C2(CCCCC2)C(C#N)=C(N)N1
19) CC(C)c1cc(C(=O)O)n[nH]1
20) C[C@H]1CN([C@@H](C)CO)S(=O)(=O)c2ccc(C#CC3CC3)cc2O[C@H]1CN(C)C(=O)c1cccnc1
21) NS(=O)(=O)c1ccc(NC(=O)CSc2nnc(-c3cnccn3)n2-c2ccccc2)cc1
22) CC(=O)OC1COC(n2c(O)c(N=NC(N)=S)c3ccccc32)C(OC(C)=O)C1OC(C)=O (stereo not given)

compound no. | 16 | 17 | 18 | 19 | 20 | 21 | 22
BoNT A protease | 12 | -0.1 | -0.4 | -0.7 | 0.1 | -1.1 | 2.1
BoNT F protease | -8 | 1 | 0 | 0 | -1 | -1 | u
TcdB inh | 0.3 | 1.6 | x | x | 0.2&0.7&1.0 | x | -0.1
Anthrax LF prot | 2 | 3 | -3 | 0 | -6 | 3 | -11
Yp Topo-I inh | 14 | 24 | -7 | 11 | 26 | -4 | 0
CCHFV vOTU inh | 8 | -3 | 14 | 3 | -3 | -8 | -6
PrPC surface inh | -9 | -5 | -4 | -4 | 2 | -12 | -18
FadD28 FP inh | -1.1 | -3.7 | -2.4 | -1.9 | -3.5 | -3.8 | -1.6
PfHsp40 yeast | -0.5 | 3.4 | -0.6 | -1.1 | x | -1.5 | -1.6

# Remaining list, next part:
nr	smiles	BoNT A protease	BoNT F protease	TcdB inh	Anthrax LF prot	Yp Topo-I inh	CCHFV vOTU inh	PrPC surface inh	FadD28 FP inh	PfHsp40 yeast
51	COc1ccccc1/C(C)=N/NC(=O)c1nnn(-c2nonc2N)c1C(C)C	3.3	-5	2.8	1	8	-10	0	-0.4	-0.4
52	CC(C)CNc1ncnc2c1ncn2[C@H]1CN(Cc2ccco2)C[C@@H](CO)O1	-0.1	2	0.7	-1	4	8	2	-0.8	x
53	CN1CCN(C(=O)/C(=C\c2cccs2)NC(=O)c2cccs2)CC1	1.7	4	x	4	1	-5	-16	-0.4	-1.7
54	C/C=C/c1ccc(OCC(=O)N(CCOC)c2c(N)n(CCCC)c(=O)[nH]c2=O)c(OC)c1	x	x	-0.9	x	8	-3	7	-3.7	1.6
55	COc1ccc(Nc2nc(Cl)nc(Nc3ccc(OC)cc3)n2)cc1	1.2	-1	0.6	-1	-7	-4	5	-1.5	2.4
56	C1CC(=NN=C2CCSCC2)CCS1	0.4	-4	-0.9	-7	1	-5	-2	-0.1	-0.6
57	O=C(N/N=C/c1cc(Br)c(O)c(Br)c1)c1cccnc1	1.6	12	1.1	-16	-7	5	-1	0.3	-1.8
58	O=C(N/N=C/c1cn(Cc2ccccc2)c2ccccc12)c1cccnc1	-0.4	-1	1.6	2	12	2	5	-1.6	0.0
59	COc1ccc(CNc2ccc(-c3ccccc3OC)nn2)cc1	0.2	11	x	-5	21	-6	0	-1.7	13
60	CCCOc1ccc(N2C(=O)CC(N3CCN(c4nc5ccccc5s4)CC3)C2=O)cc1 (stereo not given)	0.1	-11	x	1	15	6	-3	1.5	2.5
61	CCc1nc2c(OCc3ccccc3C)cccn2c1N(C)C(=O)c1ccco1	-0.3	-7	1.3	-9	14	-1	0	-1.4	x
